CDK5 p35 inh = inhibitors of human CDK5/p35 kinase, primary screen, biochemical, single concentration | hit rate 0.01% among 330,000 | inhibition, % at 10 µM | AID 488839, 2010 | Cyclin-dependent kinase 5 (Homo sapiens) + Cyclin-dependent kinase 5 activator 1 (Homo … | Recombinant CDK5/p35, ADP-Glo luminescence, 60 min;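 active = highest replicate inhibition of at least 50% and at least 75% of replicates reaching 50%; inconclusive = only one of the two criteria met; inactive = both criteria failed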;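 note: plate controls were DMSO neutral control for no effect and GW8510 at 10 µM for full effect; many of its hits are not listed in these tables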
PvdQ acylase = P. aeruginosa PvdQ acylase inhibitors, primary screen, biochemical, fluorescence, plate reader and imaging, single point | purified PvdQ acylase | inhibition, % at 10 µM | hit rate 0.063% among 340,000 | AID 488965, 2010; in the data active = inhibition above about 30%, passing the limit was not always enough; inconclusive = no clear call, values can overlap the other calls;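 note: 0% = vehicle neutral wells and 100% = reference inhibitor wells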
C-LANA FP = inhibitors of KSHV C-LANA binding to DNA, primary screen, biochemical, fluorescence polarization, FAM-LBS DNA, MBP-C-LANA, single point. Kaposi's sarcoma herpesvirus LANA C-terminal domain (residues 932-1162) DNA binding. inhibition, % at 9 µM. hit rate 0.078% among 340,000. AID 504423, 2011;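 active = highest replicate inhibition at or above 60% at 9 µM, even if other replicates fall short; inactive = all replicates below 60% inhibition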;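 note: 0% = neutral control wells and 100% = 4 µM acridine orange control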
PfHsp90 yeast 2 = growth inhibition of PfHsp90-expressing yeast, primary screen, antimalarial PfHsp90 inhibitor project, S. cerevisiae, BacTiter-Glo luminescence, single point, set 2. BacTiter-Glo ATP, 48 h; yeast lacking PDR1 and PDR3 efflux regulators. inhibition, % at 9.4 µM. hit rate 0.32% among 310,000. AID 504621, 2011;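 active = every replicate shows inhibition above about 80%, whatever the replicate mean, limit read from the data; inconclusive = mean inhibition reaches the set limit but some replicate falls short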;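 note: 0% = DMSO neutral controls and 100% = 20 µM radicicol positive controls; yeast relying on Plasmodium falciparum Hsp90 in place of its own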
SUMO Mot1 rescue = yeast Mot1-301 growth rescue at high temperature, primary screen, SUMOylation pathway inhibitor project, S. cerevisiae, ATP luminescence, 38.5C; S. cerevisiae Mot1-301 growth rescue; percent above DMSO median, 100 means doubled; growth rescue, % at 18.8 µM; hit rate 1% among 320,000;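 active = every valid replicate shows activation above 250% relative to neutral control wells; inactive = the rest, any valid replicate at or below 250%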;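 note: OY570 slx delta 5 strain wells were the positive control but not used for scaling; some compounds called inactive have numbers as strong as hits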
NSD2 inh = NSD2 histone methyltransferase inhibitors, primary screen, biochemical, AlphaScreen, single concentration, set 2; Histone-lysine N-methyltransferase NSD2 (Homo sapiens), O96028; NSD2 peptide methylation, 120 min; inhibition, % at 12.5 µM; hit rate 0.54% among 310,000; AID 743445, 2014; in the data active = inhibition above about 50%
Rtt109 Vps75 = inhibitors of C. albicans Rtt109/Vps75 HAT, primary screen, biochemical, ThioGlo CoA-SH fluorescence, plate reader; hit rate 0.16% among 330,000; Histone acetyltransferase RTT109 (Candida albicans (strain SC5314 / ATCC MYA-2876)), …; purified Rtt109/Vps75, 4 h; inhibition, % at 34.9 µM; AID 540336, 2011;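 active = inhibition of at least 50% in every replicate; inconclusive = best replicate reaches 50% inhibition but some replicates fall short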
Keap1-Nrf2 PPI = Keap1-Nrf2 protein-protein interaction inhibitors, primary screen, biochemical, fluorescence polarization, single point; AID 504523, 2011; inhibition, % at 9.4 µM; hit rate 0.15% among 340,000; Keap1 Kelch-Nrf2 peptide fluorescence polarization, 1536-well; Kelch-like ECH-associated protein 1 (Homo sapiens), Q14145; in the data active = inhibition above about 12%; inconclusive = no clear call, values can overlap the other calls; inactive = below about 7.3%;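 note: human Keap1 Kelch domain with fluorescein labeled Nrf2 9mer peptide probe; 0% = neutral control wells and 100% = peptide positive control; higher means more block of Keap1 binding to Nrf2 peptide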
RTF Ca sens act = cardiac RTF calcium sensitivity activators, primary screen, biochemical, IANBD-TnC fluorescence, EC20 calcium; Troponin I, cardiac muscle (Homo sapiens) + Troponin T, cardiac muscle (Homo sapiens) + …; IANBD-labeled TnC RTF fluorescence at EC20 calcium; 0% EC20 calcium, 100% full calcium; activation, % at 7.2 µM; hit rate 0.24% among 340,000; AID 493008, 2010;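 active = activation above the mean over all tested compounds plus 3 SD, cut at about 30% in these data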;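 note: rise in fluorescence read as greater calcium sensitivity of cardiac thin filaments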
dFosB act = activators of delta FosB homodimer, primary screen, biochemical, fluorescence polarization, TAMRA-CDK5 oligo, single point. Protein FosB (Mus musculus), P13346. activation, % at 25 µM. purified delta FosB; percent of positive-control signal above neutral wells. hit rate 0.99% among 340,000;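 active = mean activation above about 17%, with every replicate also reaching it, limit read from the data, passing the limit was not always enough; inconclusive = only one of the two conditions met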;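 note: fluorescence polarization rise as delta FosB binds a TAMRA Cdk5 AP-1 oligo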
Cardiac RTF inh = cardiac RTF calcium sensitivity inhibitors, primary screen, biochemical, IANBD-TnC fluorescence, EC70 calcium; IANBD-labeled cardiac RTF, Ca2+ fluorescence; inhibition, % at 7.15 µM; Troponin I, cardiac muscle (Homo sapiens) + Troponin T, cardiac muscle (Homo sapiens) + …; hit rate 0.12% among 340,000;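 active = inhibition above the mean inhibition of all tested compounds plus 3 SD, cut at about 17% in these data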;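 note: assay run at fixed EC70 calcium of 1.6 mM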
An asterisk follows results filed as active; ? = inconclusive; · = not tested or not shown.

Each structure is followed by: dFosB act	Keap1-Nrf2 PPI	SUMO Mot1 rescue	PvdQ acylase	Rtt109 Vps75	Cardiac RTF inh	PfHsp90 yeast 2	CDK5 p35 inh	RTF Ca sens act	C-LANA FP	NSD2 inh
> C=CCc1c(C)nc(SC)nc1Nc1ccc(C(=O)O)cc1
    -3	1	0	-11	-16	-9	-6	-0.6	5	-2.1	-2
> Cc1cc(C)cc(NC(=O)C2CCN(S(=O)(=O)c3ccc4[nH]c(=O)ccc4c3)CC2)c1
    46*	1	-30	-5	-3	-6	-8	1.0	3	-2.0	·
> CC1CCC/C(=C\Nc2ccc3c(c2)OCO3)C1=O (configuration not stated)
    0	3	3	-12	-2	-3	·	-0.6	0	-0.6	3
> CCCC(=O)NNC(=O)CCC(=O)NCc1ccccc1
    6	5	-2	2	2	-3	9	-0.4	2	1.7	-1
> O=S(=O)(c1ccc(-n2cnnn2)cc1)N1CCC(N2CCCCC2)CC1
    -6	0	29	-1	-1	1	-13	-1.2	0	3.0	2
> Cc1cc(C)nc(SCCN(C)C)n1
    -3	-2	-3	-8	-5	-10	6	-0.2	5	1.7	4
> CC(NC(=O)c1cc2sccc2n1C)c1ccc2c(c1)OCCO2 (configuration not stated)
    -5	1	82	-11	-5	0	-11	0.6	0	2.6	2
> CCCC1Oc2ccccc2C(=O)N(CC(=O)c2ccc3c(c2)OCCO3)C1=O (configuration not stated)
    0	6	-5	-12	-7	7	-53	-0.8	-3	0.9	-1
> COc1ccc2cc3c(N)nn(C(=O)Cc4ccc(Cl)cc4)c3nc2c1
    0	3	4	-10	2	-13	-7	0.5	2	-0.2	·
> Cc1oc(-c2ccccc2F)nc1CS(=O)(=O)CC(=O)NCCCN(C)C1CCCCC1
    -10	-2	10	-13	8	-4	-14	0.2	4	-1.1	3
> COc1cccc(C2CC(c3ccc(C)cc3)n3nc(N)nc3N2)c1 (configuration not stated)
    -19	0	354	1	0	-1	·	1.6	0	-0.3	·
> CC(C)c1ccc(NC(=S)NN2CCOCC2)cc1
    -7	-1	4	-4	1	-1	7	-1.0	7	-0.3	0
> COc1ccc(-c2c(-c3ccccc3)c(C(=O)C(=O)NCCCN(C)C)n3ccc4cc(OC)c(OC)cc4c23)cc1OC
    7	-6	216	10	2	2	-17	0.3	-7	-6.5	24
> O=C(COC(=O)CNS(=O)(=O)c1ccccc1)Nc1ncc(Cl)cc1Cl
    -9	7	-20	-11	-17	-5	-14	-2.1	2	1.4	-8
> CCc1nonc1NC(=O)COc1ccc(Cl)c(C)c1
    -17	-2	12	-8	-3	-10	22	2.0	6	0.8	-7
> Cn1cccc1CC(=O)NNC(=O)Nc1ccccc1F
    -9	-1	7	-18	-2	-9	10	-1.8	2	0.0	1
> CCC(C)C(NC(=O)C1CCC(C)CC1)C(=O)NCCc1ccc(S(N)(=O)=O)cc1 (configuration not stated)
    8	4	-4	11	3	3	-11	1.2	-1	-4.1	-1
> CC(=O)C1=C(C)NC(=O)NC1c1cccc(O)c1 (configuration not stated)
    -2	-3	-10	-8	11	-6	-13	-0.6	2	0.7	-1
> CN(C)c1ccc(NS(=O)(=O)c2cc3c4c(c2)CC(=O)N4CCC3)cc1
    -8	-7	113	2	?	-3	-3	-0.4	-4	-0.8	6
> O=C1c2nc3ccccn3c2C(=O)N1Cc1ccccc1
    -5	-3	408	-7	2	-1	4	-4.0	7	-1.9	-1
> CCOC(=O)c1cc2c(ccn2C)n1CC(=O)N1CCN(c2cccc(C(F)(F)F)c2)CC1
    -7	-3	0	9	2	-15	·	0.6	5	0.9	0
> CC1=Nc2ncnn2C(c2ccccc2)/C1=N\O (configuration not stated)
    -4	-5	3	-30	·	2	-5	2.3	-1	0.0	-4
> CCc1ccc(-n2nc3ccc(NC(=O)c4ccc5c(c4)OCO5)cc3n2)cc1
    0	1	1	-18	-3	-4	-37	-1.0	0	0.2	0
> Cc1ccc(Cn2cnc3ccccc32)cc1C
    -5	-5	1	-9	-14	-5	6	-1.0	2	3.7	-1
> COCCN(C(=O)c1ccc(OCC(C)C)cc1)c1c(N)n(Cc2ccccc2)c(=O)[nH]c1=O
    -6	5	-13	10	14	5	·	2.2	-6	0.7	0
> CCc1cccc(C)c1NC(=O)C1C2CCC(O2)C1C(=O)O (configuration not stated)
    -5	1	0	-12	1	1	-7	-1.0	-2	0.4	4
> COc1cc(OC)c(NS(=O)(=O)c2cccc(C(=O)OCC(=O)NCC3CCCO3)c2)cc1Cl (configuration not stated)
    -6	-3	-16	-10	2	3	·	-1.6	-2	-0.8	-6
> Cc1onc(-c2ccccc2)c1-c1nnc(CN2CCN(S(=O)(=O)c3ccccc3)CC2)o1
    -13	0	4	2	3	3	-1	-2.0	-4	1.4	1
> Fc1cccc(F)c1CSc1nc2ccccc2[nH]1
    -3	3	-8	-11	2	-2	-15	-0.2	0	0.2	-3
> O=C(c1ccccc1Br)N(Cc1ccccc1)c1ccccc1
    0	2	-5	-4	6	-6	17	0.2	-1	1.2	-3
> COc1ccc(/C=N/NC(=O)c2ccc(COc3ccccc3Cl)o2)cc1
    28*	-6	302	-12	-8	-2	19	0.0	-3	2.4	0
> Clc1ccc(CSc2ccc(-c3cccnc3)nn2)cc1
    -11	5	293	7	6	5	-10	2.6	-5	-0.1	-1
> CN(C)c1oc(-c2cccs2)nc1C#N
    -1	-6	-12	-22	-53	-1	-29	1.8	-2	1.1	1
> O=C(Nc1ccccc1)c1ccc(CSc2ncccn2)cc1
    -8	-1	-5	-11	4	-5	34	-0.6	2	-1.0	-5
> O=C(NCc1ccco1)c1ccc(NS(=O)(=O)c2cccc([N+](=O)[O-])c2)cc1
    0	-5	-15	13	4	-9	-1	-0.1	1	-0.1	·
> Cc1cc(C)n(CC(O)COc2ccccc2C(=O)Nc2ccccc2)n1 (configuration not stated)
    -7	5	-4	1	-9	-8	4	2.3	-3	0.3	-1
> Cc1cc(C)n(-c2ccc(C(=O)O)cc2)n1
    -4	-3	-18	-7	-5	-11	15	-3.3	16	0.3	1
> Nc1nc(NCCCN2CCOCC2)nc(Nc2ccccc2F)c1[N+](=O)[O-]
    25*	-2	-2	-6	9	2	-3	1.0	3	-1.2	19
> O=C1c2ccccc2C(=O)N1Cc1nc(-c2ccccc2)no1
    -6	0	-11	-7	-4	-2	·	0.1	-2	0.5	-3
> CC(C)(C)c1cc[n+](-c2[nH]c(=O)sc2/C=N/N=C(\[O-])c2cccnc2)cc1
    4	2	-14	-6	5	1	-138	0.2	-4	3.0	1
> Cc1ccc(C(=S)N2CCN(Cc3ccccc3)CC2)cc1
    -1	-1	17	5	3	0	-10	-2.2	1	0.5	15
> CC(C)C(c1nnnn1Cc1ccc(F)cc1)N1CCN(C2CCCCC2)CC1 (configuration not stated)
    -5	-4	9	-10	11	-5	·	1.4	-5	-1.2	-1
> Cc1ccc(S(=O)(=O)c2nc(-c3ccc(F)cc3)oc2SCC(N)=O)cc1
    ?	3	106	-6	-10	9	-21	-0.2	-2	1.1	-3

Structures shown so far that contain a Cl atom:
Each structure is followed by: dFosB act	Keap1-Nrf2 PPI	SUMO Mot1 rescue	PvdQ acylase	Rtt109 Vps75	Cardiac RTF inh	PfHsp90 yeast 2	CDK5 p35 inh	RTF Ca sens act	C-LANA FP	NSD2 inh
> COc1ccc2cc3c(N)nn(C(=O)Cc4ccc(Cl)cc4)c3nc2c1
    0	3	4	-10	2	-13	-7	0.5	2	-0.2	·
> O=C(COC(=O)CNS(=O)(=O)c1ccccc1)Nc1ncc(Cl)cc1Cl
    -9	7	-20	-11	-17	-5	-14	-2.1	2	1.4	-8
> CCc1nonc1NC(=O)COc1ccc(Cl)c(C)c1
    -17	-2	12	-8	-3	-10	22	2.0	6	0.8	-7
> COc1cc(OC)c(NS(=O)(=O)c2cccc(C(=O)OCC(=O)NCC3CCCO3)c2)cc1Cl (configuration not stated)
    -6	-3	-16	-10	2	3	·	-1.6	-2	-0.8	-6
> COc1ccc(/C=N/NC(=O)c2ccc(COc3ccccc3Cl)o2)cc1
    28*	-6	302	-12	-8	-2	19	0.0	-3	2.4	0
> Clc1ccc(CSc2ccc(-c3cccnc3)nn2)cc1
    -11	5	293	7	6	5	-10	2.6	-5	-0.1	-1
